MEKK2 mut-MEK5 = MEK5 binding signal on mutant MEKK2 PB1, primary screen, biochemical, multiplex bead flow cytometry, Alexa488-MEK5 | Alexa488-MEK5 binding to MEKK2 mutant | percent response, % at 10 µM | 290,000 compounds, 0.35% hits | AID 1530, 2009; in the data active means percent response above about 24%, passing the limit was not always enough; further: inactives centre near 1; some results filed as inactive read as strong as hits
NS3 helicase inh = inhibitors of HCV NS3 helicase, primary screen, biochemical, Cy5 molecular beacon fluorescence; NS3 helicase DNA unwinding; inhibition, % at 10.9 µM; 290,000 compounds, 0.56% hits; AID 1800, 2009;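 active means inhibition above the mean of all tested compounds plus 3 SD, set per campaign, cut at about 35% in these data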;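 further: 0% = DMSO wells and 100% = thioflavine S control wells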
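assay system = NS3 helicase fragment of HCV | buffer or medium = MOPS pH 6.5, MgCl2, DTT, Tween20, BSA | timing = 60 min unwinding reaction at 25 °C after ATP addition | signal = Cy5 beacon fluorescence read at start and 1 h | read-out basis = % inhibition of unwinding | control set = low DMSO, high thioflavine S at 110 µM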
CRFBP-R2 agonist = agonists of CRF-BP/CRF-R2 complex, primary screen, cell-based, HEK293, calcium dye fluorescence, uHTS; activation, % at 13.2 µM; 350,000 compounds, 0.46% hits; CRF-binding protein / CRF receptor 2 complex (human); AID 588473, 2011; calcium dye fluorescence (FLIPR); percent of saturating CRF peptide response;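 active means activation of at least 50%, plus an integration ratio under a set limit after plate pattern correction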;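 further: plate controls were neutral control wells without compound for no effect and CRF at EC100 for full effect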
DNA FID counter = compounds displacing fluorescent DNA intercalator, primary screen, artefact control for HCV NS3 helicase inhibitor project, biochemical, FID fluorescence | DNA fluorescent intercalator displacement | inhibition, % at 7.9 µM | 290,000 compounds, 0.17% hits; in the data active means inhibition above about 37%;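 further: 0% = vehicle and 100% = reference compound; higher means more ethidium bromide displaced from hairpin DNA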
GalR3 antagonist = GalR3 antagonists in HEK293 cells, primary screen, cell-based, fluorescence readout; Galanin receptor type 3 (Homo sapiens), O60755; HEK293 GalR3-CNG cAMP membrane potential fluorescence; galR3 body fused to GalR1 C-terminus; inhibition, % at 3 µM; 360,000 compounds, 0.44% hits;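 active means inhibition above the screen-wide average plus 3 SD, cut at about 13% in these data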;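 further: forskolin and galanin both at EC90 stimulate the cells; cAMP rise reported by CNG channel membrane potential dye signal; 0% = forskolin plus galanin with DMSO and 100% = forskolin alone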
Target sequence (O60755 1-299 limits assumed): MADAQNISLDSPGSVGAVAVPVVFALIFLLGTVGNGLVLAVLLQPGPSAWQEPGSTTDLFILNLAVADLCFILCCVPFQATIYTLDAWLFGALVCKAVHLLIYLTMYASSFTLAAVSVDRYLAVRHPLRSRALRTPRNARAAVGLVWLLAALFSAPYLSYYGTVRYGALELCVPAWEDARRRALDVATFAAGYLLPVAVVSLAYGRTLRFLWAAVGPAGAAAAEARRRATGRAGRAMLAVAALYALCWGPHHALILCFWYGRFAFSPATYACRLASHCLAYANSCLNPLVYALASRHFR
MEKK3 PB1 HTS = modulators of MEKK3-MEK5 PB1 binding, primary screen, biochemical, wildtype MEKK3, multiplex bead flow cytometry, Alexa488-MEK5; bead-based flow cytometry, Alexa488-MEK5 binding to MEKK3; actives lie on both sides; 0 = blocked by unlabeled MEK5, 100 = vehicle; binding response (% of control), % at 10 µM; AID 1529, 2009; Mitogen-activated protein kinase kinase kinase 3 (Homo sapiens), Q99759; 290,000 compounds, 1.4% hits;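 active means binding response more than 3 SD above or below the average of its plate-row segment, actives on both sides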;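 further: Alexa488 bead fluorescence after subtracting the streptavidin-only scavenger bead signal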
Target sequence (Q99759 whole entry, looked up): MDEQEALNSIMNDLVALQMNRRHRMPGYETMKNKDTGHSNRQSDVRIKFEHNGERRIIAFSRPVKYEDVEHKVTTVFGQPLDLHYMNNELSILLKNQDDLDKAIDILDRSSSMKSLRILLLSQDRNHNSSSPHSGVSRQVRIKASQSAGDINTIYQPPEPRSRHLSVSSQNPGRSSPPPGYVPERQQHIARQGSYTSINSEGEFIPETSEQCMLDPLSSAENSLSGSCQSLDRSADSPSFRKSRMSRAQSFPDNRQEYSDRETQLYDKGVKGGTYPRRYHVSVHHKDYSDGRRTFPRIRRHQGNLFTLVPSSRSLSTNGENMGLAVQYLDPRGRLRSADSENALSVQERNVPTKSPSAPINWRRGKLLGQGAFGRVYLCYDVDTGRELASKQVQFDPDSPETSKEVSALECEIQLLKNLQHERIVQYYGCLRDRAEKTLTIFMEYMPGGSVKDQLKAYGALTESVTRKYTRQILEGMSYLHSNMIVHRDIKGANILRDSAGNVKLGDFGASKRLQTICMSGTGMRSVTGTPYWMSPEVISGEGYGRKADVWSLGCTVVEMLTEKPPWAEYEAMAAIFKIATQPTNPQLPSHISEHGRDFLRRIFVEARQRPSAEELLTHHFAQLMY
SUMO HTRF inh = inhibitors of in vitro SUMOylation cascade, primary screen, biochemical, HTRF, uHTS. SUMO-conjugating enzyme UBC9 (Homo sapiens), P63279. HTRF SUMOylation assay, SAE1/SAE2 + UBC9. inhibition, % at 35 µM. 290,000 compounds, 0.36% hits; in the data active means inhibition above about 50%, passing the limit was not always enough; further: strong numbers were not always called active
Target sequence (P63279 whole entry, looked up): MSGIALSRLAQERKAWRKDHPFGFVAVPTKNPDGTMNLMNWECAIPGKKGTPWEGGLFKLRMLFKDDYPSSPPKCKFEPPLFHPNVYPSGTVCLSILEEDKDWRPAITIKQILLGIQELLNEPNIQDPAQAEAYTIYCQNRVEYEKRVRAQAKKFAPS
MEKK2wt PB1 HTS = modulators of MEK5 binding to wildtype MEKK2, primary screen, biochemical, multiplex bead flow cytometry, Alexa488-MEK5; Mitogen-activated protein kinase kinase kinase 2 (Homo sapiens), Q9Y2U5; Alexa488-MEK5 binding to MEKK2 WT; actives lie on both sides; binding response (% of control), % at 10 µM; 290,000 compounds, 1.1% hits; AID 1531, 2009; in the data active means binding response below about 67% or above about 130%
CRFBP-R2 block = antagonists of CRF-BP/CRF-R2 complex, primary screen, cell-based, HEK293, calcium dye fluorescence, uHTS; 350,000 compounds, 0.59% hits; inhibition, % at 11.8 µM; CRF-induced calcium fluorescence;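 active means inhibition of the ligand-induced calcium signal above about 50% at the single tested concentration, limit read from the data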
* hit, by the source's call; · = not tested or not shown. These rows are one share of the data; rates above refer to the full screens.

Value order: MEKK2 mut-MEK5, NS3 helicase inh, CRFBP-R2 agonist, DNA FID counter, GalR3 antagonist, MEKK3 PB1 HTS, SUMO HTRF inh, MEKK2wt PB1 HTS, CRFBP-R2 block
c1cc2cc(-c3c(-c4ccc5c(c4)OCO5)noc3-c3ccsc3)ccc2[nH]1
    -2, -32, 3.0, -2, -7, 97, -8, 101, 9
COc1cc(-n2c(=O)c3ccccc3n(Cc3cccc(C)c3)c2=O)cc(OC)c1OC
    4, -7, 0.5, -2, 0, 103, 5, 103, 18
C/C(=N\NC(=O)Cn1cnc2ccccc21)c1cccs1
    -9, -9, -1.1, -3, -3, 94, 22, 96, 19
CCn1c(SCc2ccccc2)nnc1-c1cccnc1
    -15, -7, -2.1, -2, -5, 102, 26, 88, 0
O=C(C(Cc1ccccc1)N1C(=O)c2ccccc2C1=O)N1CCc2ccccc21 (stereo unspecified)
    4, 1, 2.7, 4, -5, 97, 12, 98, -5
CCOc1ccc(NC(=O)CN2CCN(CC(=O)Nc3ccccc3OC)CC2)cc1
    0, -19, -2.1, -16, -8, 103, -4, 102, 1
Cc1ccc(N2CCN(CC3CC=CCC3)CC2)cc1 (stereo unspecified)
    12, -3, 5.2, 10, -6, 102, -1, 110, -35
CC1CN(C(=O)CN(C)S(=O)(=O)c2ccc3ccccc3c2)CC(C)O1 (stereo unspecified)
    -1, 5, 0.1, -18, -8, 99, -18, 100, -4
COCCCNC(=O)c1cccs1
    8, 7, -0.4, -3, -3, 102, 15, 101, 5
Cc1nc2cc(-c3cccs3)nn2c(NCC(C)(C)CN(C)C)c1C
    1, -9, -1.3, 6, -3, 104, 21, 112, 6
Cc1nc(Nc2ccc(Br)cc2Br)c([N+](=O)[O-])c(=O)[nH]1
    -2, ·, -2.1, ·, -4, 101, ·, 94, 5
CCOc1ccc(NC(=O)c2ccccc2OC)cc1
    ·, 0, -4.3, -6, -2, ·, 8, ·, 4
Cc1ccc(SCC(=O)NCc2cccnc2)cc1
    -9, 3, -2.5, -9, -4, 95, 4, 97, 13
CCC(C)c1ccccc1N1CC(C(=O)Nc2ccccc2N2CCCC2)CC1=O (stereo unspecified)
    6, -10, -1.1, -44, -3, 100, 5, 104, -1
CCOc1ccccc1N(CC(=O)NC1CCCCC1)C(=O)CCC(=O)Nc1nccs1
    1, -3, -0.4, -55, -6, 103, -2, 99, -2
O=C1/C(=C\c2ccc(O)c(O)c2)SC(=S)N1Cc1ccccc1
    -7, 69*, 24, 36, -11, 99, 40, 89, -38
Cc1cc(C(=O)NCC(=O)OCC(=O)N(C2CCCCC2)C2CCCCC2)ccc1[N+](=O)[O-]
    1, -9, -1.9, -2, 5, 116, -15, 117, 31
COc1cc2nc(C3CC3)n(NC(=O)c3ccc(Cl)cc3)c(=O)c2cc1OC
    1, -8, -2.2, -13, -3, 96, 2, 98, -4
Cc1nn(-c2ccc(NC(=O)c3ccncc3)cc2)c(C)c1Cl
    12, 3, 0.2, -33, 75*, 107, -13, 101, 12
O=C(NCc1ccco1)C(=O)NCC1OCCN1S(=O)(=O)c1cc(F)ccc1F (stereo unspecified)
    -17, 49*, 0.0, -9, -8, 69, 11, 70, 6
NC(=O)c1ccsc1NC(=O)CSc1ccccc1F
    -8, -1, 1.0, -3, -4, 80, 14, 73, 12
O=C(/C=C/c1ccccc1)NC(=S)NNC(=O)c1ccco1
    8, 5, 41, -7, -2, 106, -30, 93, -7
O=c1c(-c2ccco2)[n+]([O-])c2ccccc2n1OCc1ccccn1
    7, -1, 4.2, -2, -3, 108, 35, 114, 17
COc1ccc(C(=O)Nc2ccc3ccccc3n2)cc1OC
    2, 5, 0.7, -21, -11, 103, -1, 106, -2
CCC(C)n1nccc1NC(=O)C(C)Cl (stereo unspecified)
    -20, 5, 0.1, 1, -6, 104, 1, 99, -8
CSCC[C@H](NC(=O)OC(C)(C)C)c1nnc(SCc2ccc(F)cc2)o1
    -6, 4, -1.6, -26, -4, 95, 13, 95, 6
Fc1ccccc1OCCCCSc1ncccn1
    7, -8, 0.1, -5, -3, 104, -2, 103, -22
CCC(=O)Nc1nc(C)cc(SCC(=O)OC)n1
    -4, -9, 1.6, -2, -1, 90, 1, 93, 16
Cn1c(Oc2ccccc2NCc2cc(Br)ccc2O)cc(=O)n(C)c1=O
    ·, 1, -1.2, -17, -4, ·, -12, ·, 28
COc1ccc(/C=C2\SC(=S)N(CCCC(=O)Nc3ccccc3C(=O)O)C2=O)cc1OC
    2, -11, 3.6, 20, 0, 102, 1, 96, 10
O=c1[nH]cccc1-c1nc2ccccc2n1Cc1ccc(Cl)cc1
    3, 7, -0.7, -31, -6, 103, 23, 105, 1
Cc1cc(NS(=O)(=O)c2ccc(NC(=O)CCc3ccccc3)cc2)no1
    7, 41*, -0.6, -21, -4, 107, 20, 105, 0
COc1ccc(CCNC(=O)COC(=O)COc2c(C)cc(C)cc2C)cc1OC
    3, -8, -0.9, -40, 1, 97, 8, 105, -10
Cc1nc2ccccc2n1S(=O)(=O)c1ccc(Br)cc1
    -1, -7, -0.9, -18, -10, 102, 1, 106, 22
COc1ccc(/C=C/C(=O)NC(=S)Nc2ccc(S(=O)(=O)Nc3cc(OC)ncn3)cc2)cc1
    -2, 9, -2.0, -21, 0, 103, 22, 104, 58*
N#CC1=C(N)N(c2ccccc2)C(c2ccco2)C1(C#N)C#N (stereo unspecified)
    12, -2, -0.6, 0, 3, 107, -18, 111, -13
O=C(O)c1cc(N/N=C/C=C/c2ccccc2[N+](=O)[O-])ccc1Cl
    -4, 43*, -3.3, -22, -4, 97, -1, 94, 10
CCCC1=NN(C(=O)CCc2ccccc2O)C(O)(C(F)(F)F)C1 (stereo unspecified)
    3, 5, -0.9, -15, -6, 138*, -8, 107, -10
Cc1ccc(NC(=O)CSc2nnc(C3CCCCC3)n2N)cc1F
    1, -3, 1.0, -16, 2, 100, 9, 99, -1
C/C(=N\NC(=S)NC1CCCCC1)c1ccc(OC(F)F)cc1OC(F)F
    -3, 13, 7.5, -12, 3, 102, -28, 102, 5
COc1cccc(CNC(=O)C2CCN(S(=O)(=O)c3ccc4c(c3)CCC(=O)N4)CC2)c1
    6, 4, 0.1, -8, 0, 108, 3, 112, 4
CC(C)OC(=O)CSc1nc2c(cc1C#N)CCCCC2
    -7, 9, -2.2, -2, -7, 94, 3, 91, 8
O=C1CCCc2nc(N3CCN(C(c4ccccc4)c4ccccc4)CC3)ncc21
    -6, 5, 1.9, -2, -3, 83, 6, 81, -29
COC(=O)c1ccccc1NC(=O)COc1ccc(S(=O)(=O)N2CCCC2)cc1C
    -5, -3, -0.8, -2, 0, 91, -23, 91, 38
O=C([C@H](Cc1ccc(O)cc1)n1cc(CCO)nn1)N1CCNCC1
    3, 6, 2.0, 0, -4, 101, -1, 100, -4
Cc1cccc(-n2c(C)cc(/C=N/O)c2C)c1
    2, -13, -0.7, -6, 3, 101, 4, 104, 14
CSC1=N/C(=C\c2ccc3c(c2)OCO3)C(=O)S1
    3, 3, 1.2, -1, 7, 100, 9, 101, -4
CCCCNC(=O)COc1ccccc1[N+](=O)[O-]
    6, 5, -1.1, -2, 0, 105, -33, 103, -8
O=C(COC(=O)Cc1c(F)cccc1Cl)NC(=O)c1ccccc1
    7, 0, 12, -21, -2, 101, -5, 103, -34
COc1ccc(C2Nc3ccccc3C(=O)N2c2ccc(C)cc2)cc1Cn1cc([N+](=O)[O-])cn1 (stereo unspecified)
    -3, -7, -2.4, -19, 5, 96, -21, 99, 33
COc1ccc2oc(-c3cccc(NC(=O)CSc4ccc(Cl)cc4)c3)nc2c1
    17, -2, 7.5, -2, -1, 104, 21, 123, -18
CC(Oc1ccccc1Cl)C(=O)/C=C/N(C)C (stereo unspecified)
    6, 10, -1.9, -5, -3, 100, -22, 104, -8
COc1ccc(N(C(=O)c2snc(C(N)=O)c2N)C(C(=O)NCc2ccccc2)c2ccc(F)cc2)c(OC)c1 (stereo unspecified)
    -3, -44, -0.7, -35, -10, 103, 2, 92, -1
COc1ccc(C(=O)NCCn2cc(SCC(=O)Nc3nnc(C)s3)c3ccccc32)cc1
    1, -9, 1.7, -26, ·, 97, ·, 100, -36
Cc1cc(C)nc(N(C#N)CN2C(=O)c3ccccc3C2=O)n1
    7, 1, 2.4, -7, ·, 97, 8, 101, 3
CCOC(=O)C(O)(CC(=O)Nc1ccc(Cl)cc1Cl)C(F)(F)F (stereo unspecified)
    -3, 2, -0.5, -6, 6, 95, 10, 100, 21
CCN(CC)CCn1c2ccc(F)cc2c2nc(C)sc21
    -2, 0, -0.8, 10, 0, 95, 17, 98, 7
COc1ccc(CNC(=O)COc2ccc(C)nc2[N+](=O)[O-])cc1
    -1, -2, -2.5, 9, 0, 104, 5, 95, -6
COc1cc(OC)cc(C(=O)N[C@H](C(=O)OCC(=O)NC(=O)c2cccn2C)C(C)C)c1
    -5, 7, 1.3, -17, -4, 102, 13, 95, 7
CCOC(=O)CNC(=S)N(CCCN1CCN(C)CC1)Cc1cccs1
    1, -3, 0.9, 7, -12, 104, -2, 108, 15

Following part.
Value order: MEKK2 mut-MEK5, NS3 helicase inh, CRFBP-R2 agonist, DNA FID counter, GalR3 antagonist, MEKK3 PB1 HTS, SUMO HTRF inh, MEKK2wt PB1 HTS, CRFBP-R2 block
O=C(c1ccncc1)N1CCN(c2ccc3ccccc3n2)CC1
    4, 3, 1.8, -12, -4, 107, 12, 102, -3
Cc1c(S(=O)(=O)N2CCOCC2)c(=O)n(C)c(=O)n1C
    12, 0, -1.2, 1, ·, 116, 11, 115, 10
CC(=O)NC(CC(C)C)C(=O)NC(=O)NCc1ccccc1 (stereo unspecified)
    -2, 0, -1.9, -4, -5, 100, 13, 103, 9
C=CCN(C(=O)Nc1ccc2oc(C)nc2c1)c1ccccc1
    2, 3, 1.4, -6, -4, 105, 2, 106, 15
COc1cc(C2NCC(c3ccc(Cl)cc3Cl)c3c2[nH]c2ccccc32)cc(OC)c1OC (stereo unspecified)
    3, -57, -0.6, 6, -2, 104, -52, 125, 21
CCc1nnc(NC(=O)CSc2nnc(-c3c[nH]c4ccccc34)n2CC)s1
    -3, -11, -1.6, -31, -8, 97, 14, 98, -1
CC(C)CCNC(=O)Cn1c(NCCC(C)C)nc2c1c(=O)n(C)c(=O)n2C
    9, 3, -5.7, 0, ·, 106, ·, 111, 2
CCc1nnc(N/N=C/c2cc(Br)c(O)cc2O)n1N
    1, 3, -1.1, 7, -10, 92, -15, 91, 6
CC(=O)Nc1ccc(OCC(=O)NCCc2ccc(Cl)cc2)cc1
    -3, 7, 0.9, -7, -5, 99, 6, 97, -9

Quoted at random: two records from the list
Value order: MEKK2 mut-MEK5, NS3 helicase inh, CRFBP-R2 agonist, DNA FID counter, GalR3 antagonist, MEKK3 PB1 HTS, SUMO HTRF inh, MEKK2wt PB1 HTS, CRFBP-R2 block
CC(=O)NC(CC(C)C)C(=O)NC(=O)NCc1ccccc1 (stereo unspecified)
    -2, 0, -1.9, -4, -5, 100, 13, 103, 9
CCN(CC)CCn1c2ccc(F)cc2c2nc(C)sc21
    -2, 0, -0.8, 10, 0, 95, 17, 98, 7

Screening results: PubChem, several laboratories
